# Screens from PubChem BioAssay.
# Autophagy mod: autophagy modulation, high-content screen | MEF GFP-LC3 puncta imaging; test concentration mostly 10 µM | calls only at 10 µM (by protocol) | 0.98% of 190,000 active | AID 463193;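 active = percentage of spot-positive cells more than 3 SD above its plate mean, without a fluorescence outlier flag or 80% toxicity; inconclusive = no clear call, values can overlap the other calls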;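 note: spot-positive cell cutoff set from DMSO-treated cells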
# Ins promoter up: MIN6 insulin promoter up-regulation. MIN6 insulin promoter-GFP reporter, high-content imaging; stronger effect = higher value. z-score at 5 µM. 0.3% of 190,000 active. AID 1625;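 active = z-score above 3 at 5 µM with at least 500 cells counted in the well; inconclusive = wells under 500 cells, flagged as cytotoxic or low count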
# Yfh1-off respiration: mitochondrial function rescue without frataxin homolog – Friedreich's ataxia, plus single-dose screen, dose response (AID 1465); S. cerevisiae Yfh1-off respiration, WST-1 reduction, 72 h; higher fold induction means a stronger effect; 0.074% of 220,000 active; one-dose fold induction at 50 µM; EC50 in µM for titrated hits;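 active = fold induction of absorbance versus untreated yeast above a set limit, then at least 30% activation at any dose in follow-up; inconclusive = repeats straddling the limit, or above it without dose testing; inactive = fold induction below the set limit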;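 note: activators that raise dye reduction in frataxin-depleted yeast; strong numbers were not always called active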
# AID2073: disruptors of CaV2.2 binding to Mint1 – biochemical, HTRF (AID 2073); HTRF protein-protein interaction, Mint1-CaV2.2; higher % means a stronger effect; one-dose inhibition, % at 20 µM; IC50 in µM for titrated hits; 0.19% of 290,000 active; in the data active = inhibition mostly above about 51%, no sharp cut-off; inconclusive = no clear call, values can overlap the other calls; inactive = mostly below about 53%; note: some results filed as inactive read as strong as hits
# WT yeast gro inh: growth inhibition of WT yeast, mitochondrial fusion screen. mitochondrial fusion phenotypic screen, WT strain. inhibition, % at 10 µM. 2.1% of 190,000 active; in the data active = inhibition above about 58%; tested in S. cerevisiae
# Dynein cargo inh: dynein cargo transport inhibition. z-score, hits read low. 0.47% of 220,000 active. 3617.4 mouse cells, GR-EGFP nuclear translocation imaging; test concentration mostly 20 µM; stimulated with dexamethasone, 1 µM; stronger effect = lower value;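 active = plate z-score of nuclear minus cytoplasmic receptor signal below a set negative limit, without overly bright fluorescence or cell loss, cut at about -3.5 in these data, passing the limit was not always enough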;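 note: z-score of nuclear minus cytoplasmic ring GR-EGFP intensity difference per well; some compounds called inactive have numbers as strong as hits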
#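 Buffer or medium: Induction medium lacking tetracycline, stripped serum | Also added: Dexamethasone agonist, 1.0 µM final, for 30 min | Timing: 48 h induction, 1 h compound, 30 min dex at 37 °C | Detection: Formaldehyde fixation, Hoechst nuclear stain, 10x automated fluorescence imaging | Measure: Nuclear versus cytoplasmic GR-EGFP signal, averaged per well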
# HIV fusion peptide: inhibitors of HIV fusion peptide binding, primary screen, biochemical, uHTS, fluorescence dequenching (AID 1986). cell-free peptide binding, fluorescence dequenching, 30 min; higher % means a stronger effect. inhibition, % at 20 µM, or IC50 in µM where a hit was titrated. 0.3% of 290,000 active; in the data active = inhibition mostly above about 52%, no sharp cut-off; inactive = mostly below about 76%; note: some results filed as inactive read as strong as hits
# b-catenin transl: modulators of beta-catenin nuclear translocation; HeLa beta-catenin nuclear translocation, immunofluorescence imaging; nuclear translocation activity, % at 5 µM; 0.3% of 190,000 active; AID 1665;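 active = nuclear translocation activity above 50% at 5 µM, with a well cell count of 50 or more; inconclusive = wells under 50 cells across six images, flagged as toxic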;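 note: per-cell ratio of nuclear to cytoplasmic median beta-catenin stain intensity; plate controls were DMSO negative control for no effect and GSK-3 inhibitor IX positive control for full effect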
#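 Test system: HeLa cells, endogenous beta-catenin; Compound: single 5 µM dose plus 0.02–20 µM confirmation series; Times: compound exposure 24 h at 37°C; Signal: fluorescence imaging of beta-catenin antibody stain plus DAPI; Read-out: % activation, nuclear-to-cytoplasmic median beta-catenin signal ratio per cell.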
# MT stabilize HCS: microtubule stabilization, imaging screen; HeLa tubulin immunostaining HCS, 24 h; share of cells brighter than vehicle mean+2SD; % tubulin-high responders, % at 10 µM; 0.83% of 200,000 active;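 active = plate Z-score above 3 for both tubulin-high and condensed-nucleus cell shares, with cell loss under 80%, at 10 µM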;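 note: anti alpha tubulin signal scored within the nucleus-defined area of each cell; some results filed as inactive read as strong as hits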
# WT yeast gro inh mutant strain: recorded beside WT yeast gro inh, whose call it bears; inhibition, %; mitochondrial fusion phenotypic screen, mutant strain inhibition
# Dynein cargo inh cytoplasmic EGFP: also measured in Dynein cargo inh; calls as there; z-score; measured here: cytoplasmic GR-EGFP intensity; stronger effect = higher value
# Dynein cargo inh nuclear GR-EGFP: further read-out of Dynein cargo inh, marked with its call; z-score; measured here: nuclear GR-EGFP intensity;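 lower value marks the stronger effect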
# Dynein cargo inh cell count: also measured in Dynein cargo inh; calls as there; z-score; measured here: cell count per field
# Ins promoter up cell count: also measured in Ins promoter up; calls as there; cell count; measured here: cytotoxicity, nuclei count;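 total cells summed across four imaged fields per well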
# b-catenin transl cell count 5 µM: recorded beside b-catenin transl, whose call it bears; cell count; measured here: cell count, cytotoxicity flag
# MT stabilize HCS Hoechst-high %: further read-out of MT stabilize HCS, marked with its call; % Hoechst-high responders; measured here: nuclear condensation Hoechst responders;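 share of cells brighter than vehicle mean plus two SD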
# MT stabilize HCS cytotoxicity %: second read-out of MT stabilize HCS, no call of its own (marks repeat the call); toxicity, %; measured here: cytotoxicity by cell density;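 0% = mean cell density of plate MIN control wells and 100% = no cells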
# Autophagy mod cell loss 18 h: second read-out of Autophagy mod, no call of its own (marks repeat the call); toxicity, %; measured here: cell loss, nuclei count;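 cell loss after 18 h compound exposure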
# Active calls of the source: *; i = inactive; ? = inconclusive; . = not tested or not shown.
SMILES,Autophagy mod,Autophagy mod cell loss 18 h,Ins promoter up,Ins promoter up cell count,Yfh1-off respiration,AID2073,WT yeast gro inh,WT yeast gro inh mutant strain,Dynein cargo inh,Dynein cargo inh cytoplasmic EGFP,Dynein cargo inh nuclear GR-EGFP,Dynein cargo inh cell count,HIV fusion peptide,b-catenin transl,b-catenin transl cell count 5 µM,MT stabilize HCS,MT stabilize HCS Hoechst-high %,MT stabilize HCS cytotoxicity %
CCOc1ccc(NC(=O)CN(c2cc(C)cc(C)c2)S(=O)(=O)c2c(C)noc2C)cc1,.,.,-0.17,1265,i,4%,14,-4,-0.072,-0.26,0.23,-0.041,-1.1%,3.7,913,1.9,3.3,6.7
O=c1ccnc(SCn2nnc3ccccc3c2=O)[nH]1,i,0,.,.,i,4%,-5,-20,0.14,-0.21,0.78,-0.14,-2.5%,3.6,1013,1.4,1.0,4.3
CN(c1ccccc1)c1nc(N)c([N+](=O)[O-])c(N2CCCCC2)n1,.,.,-1.1,989,i,4%,.,.,-0.38,-0.26,-0.21,-0.19,-2.0%,1.5,1308,.,.,.
COc1ccc(NC(=O)/C=C/c2cc(Br)ccc2OC)cc1,i,-3,-0.89,1242,i,-1%,-19,-2,0.55,-0.13,0.52,-0.24,-0.7%,-0.2,1386,1.8,1.2,1.6
COC(=O)C(NC(=O)C(C)Oc1ccccc1)C(C)C (stereo not drawn),i,-10,0.13,1088,i,-6%,-13,-10,0.88,0.28,0.58,0.045,0.3%,.,.,4.0,2.7,4.0
COc1ccc(C2CC(=O)c3sc(NC(C)=O)nc3C2)cc1 (stereo not drawn),i,15,0.53,1314,i,1%,-1,-14,-1,-0.22,0.014,0.93,0.1%,-3.1,591,3.3,2.1,12
CCOC(=O)c1[nH]c2ccc(OC)cc2c1NC(=O)c1cccc(OC)c1,i,12,-0.95,1572,i,8%,4,-4,0.16,-0.21,0.96,0.39,-1.9%,0.9,1372,1.6,2.0,2.4
COc1ccc(CCn2ccc(O)c(Cc3c(F)cccc3Cl)c2=O)cc1OC,i,12,-1.3,1632,i,14%,4,3,-0.26,-0.24,-0.088,0.59,0.6%,-5.5,1087,3.9,2.2,4.2
COc1ccc(OC)c(NC=C2C(=O)OC(C)(C)OC2=O)c1,i,-8,0.98,1391,i,12%,10,-2,-0.56,-0.21,-0.36,0.77,0.6%,-1.7,1336,1.0,1.5,6.0
COc1cccc(NS(=O)(=O)c2ccc3c(c2)n(C)c(=O)c(=O)n3C)c1,i,3,-0.19,1560,i,21%,-6,-5,-0.83,-0.24,0.029,0.84,1.5%,1.3,889,3.4,2.4,8.5
COc1ccc(OCc2n[nH]c(=S)n2-c2ccc(C)cc2)cc1,i,12,.,.,i,-15%,5,-3,-0.87,-0.28,-0.14,0.72,-2.5%,-0.8,1586,1.1,1.0,0.3
Cn1c(=O)c2c(nc(OC/C=C/c3ccccc3)n2C)n(C)c1=O,i,3,.,.,i,.,.,.,0.97,-0.14,0.82,-0.45,.,.,.,8.5,2.6,6.6
Cc1cccc(NS(=O)(=O)c2c(C)noc2C)c1,i,-1,-0.61,970,i,-2%,-17,-5,0.69,-0.27,0.36,-0.47,0.6%,-1.1,1066,2.7,3.0,8.4
COc1nsnc1NS(=O)(=O)c1ccc(NC(=S)NC(=O)c2ccncc2)cc1,.,.,1.1,1456,i,33%,.,.,-0.32,-0.24,-0.24,0.59,-2.5%,0.4,1339,.,.,.
C/C(=N\NC(=O)NC1CCCCC1)C1CCCCC1,i,4,?,.,i,2%,0,-9,-0.85,-0.33,-0.7,0.91,-0.1%,0.6,498,3.3,2.9,5.3
CCCCCCCCOC(=O)C(NC(=O)CCC(=O)Nc1ccc(S(N)(=O)=O)cc1)C(O)c1ccccc1 (stereo not drawn),i,-4,-2.9,830,i,16%,-10,1,2.1,0.095,1.3,-1.3,-2.4%,-3.1,1218,1.6,1.6,15
COc1ccc(/C(O)=C2/C(=O)C(=O)N(Cc3cccnc3)C2c2ccccn2)cc1 (stereo not drawn),i,9,0.34,1127,i,2%,-10,-1,-0.61,-0.21,0.24,0.64,-1.6%,1.4,1090,6.8,2.0,13
Cc1ccc(C(=O)N2CC3(C)CN(C(=O)c4ccc(C)cc4)CC(C)(C2)C3=O)cc1,i,-9,.,.,i,3%,-16,-17,-0.12,-0.14,-0.18,-0.34,-3.2%,0.6,945,1.3,3.4,7.9
COC(=O)C1CSC(C(=O)OC)N1C(=O)CN1CCN(c2ccccc2)CC1 (stereo not drawn),i,36,-0.08,1347,i,7%,-8,-10,-0.59,-0.31,-0.31,-0.19,0.4%,-1.3,1133,3.8,2.6,6.0
Cc1cc(=O)oc(C)c1C(=O)NC12CC3CC(CC(C3)C1)C2,i,1,0.33,1044,i,2%,1,8,0.12,-0.22,0.24,-0.11,-0.7%,-0.8,1188,6.0,2.8,7.5
O=C(Cn1cnc2c(nnn2-c2ccccc2)c1=O)N1CCOCC1,i,0,-0.06,1936,i,3%,-2,2,1,-0.17,0.64,-0.59,-0.5%,-0.7,1119,4.4,1.7,7.0
O=C(Nc1ccccc1C(=O)N1CCOCC1)c1ccncc1,i,1,1.1,1333,i,-4%,0,4,-0.46,-0.11,0.44,2.8,2.3%,.,.,1.5,0.4,17
O=c1c2ccccc2nc(CSc2nnnn2-c2ccccc2)n1-c1cccc(C(F)(F)F)c1,i,2,0.66,960,i,-4%,4,7,0.19,-0.29,-0.066,0.62,-1.3%,.,.,1.3,1.0,1.7
Cc1nn(-c2ccccc2)c2nc(C(Cl)(Cl)Cl)[nH]c(=O)c12,.,.,1.4,926,i,12%,.,.,1.4,-0.031,0.77,-2.2,33%,1.3,1345,.,.,.
O=C(COC(=O)CN1C(=O)C(=O)c2ccccc21)OCN1C(=O)c2ccccc2C1=O,i,-8,.,.,i,2%,-5,-15,1.5,-0.3,0.98,-0.99,-1.3%,-0.4,976,2.1,3.6,11
CC1CCCCC1NC(=O)COC(=O)c1cc(=O)c2ccccc2o1 (stereo not drawn),i,-8,-0.65,1266,i,3%,0,11,-0.79,-0.25,-0.64,1.3,3.0%,-1.6,1071,2.8,2.8,8.3
CCNc1nc(NC(C)C)nc(SCCOC(=O)c2ccccc2)n1,i,-16,-0.46,1317,i,3%,29,4,0.22,-0.3,1.1,-0.034,2.3%,-2.0,594,3.0,3.3,7.2
COc1cccc(C2C(C(=O)Nc3nc4ccccc4s3)=C(C)NC3=C2C(=O)CC(C)(C)C3)c1OC (stereo not drawn),i,-14,-2,1249,i,22%,26,7,0.75,-0.2,0.74,1.2,32%,1.9,1361,8.2,1.1,13
COc1cc(C(N)=O)cc(Br)c1OCc1ccccc1,i,-12,-0.2,1305,i,6%,-12,-6,0.89,-0.32,0.13,0.023,-1.2%,-0.9,455,8.5,8.4,3.9
Cc1cc(-c2ccccc2C(=O)O)on1,i,-14,1.1,1268,i,10%,10,19,-0.64,0.078,-0.24,1.2,1.0%,-2.0,893,7.3,3.2,11
O=C(NCc1ccco1)C(Cc1ccccc1)NS(=O)(=O)c1cccc2nsnc12 (stereo not drawn),i,-1,1.6,1403,i,-4%,-9,-4,-1,-0.21,-0.66,0.93,9.2%,-7.7,935,2.3,2.5,12
Cn1c(=O)[nH]c(=O)c2c1nc(CN(Cc1ccccc1)Cc1ccccc1)n2CCN1CCOCC1,i,-4,.,.,i,-9%,11,4,-0.38,-0.17,-0.18,0.53,-1.8%,.,.,2.3,2.5,12
Cc1ccccc1NC(=O)NC1(C(=O)NCCCN2CCOCC2)CCCCC1,i,-7,.,.,i,4%,-2,-18,-0.36,-0.22,-0.81,1.1,-0.2%,.,.,4.4,1.6,3.5
O=C(O)c1ccc(-c2ccc(/C=C3\NC(=O)N(Cc4ccc(Cl)cc4)C3=O)o2)cc1Cl,i,-2,-0.56,1450,i,-1%,-9,1,-0.8,-0.34,-0.35,1.1,11µM*,-0.6,1496,7.9,1.3,9.9
O=[N+]([O-])c1cccc(-c2nnc(C34CC5CC(CC(C5)C3)C4)o2)c1,i,4,.,.,i,3%,3,-5,-0.38,-0.31,-0.56,0.89,-1.7%,1.4,972,2.8,3.3,3.3
Cc1cc(C(=O)N(C)CC(=O)Nc2ccccc2C(F)(F)F)c(C)o1,i,11,1.1,1083,i,19%,-16,-5,-0.99,0.52,-0.27,-0.76,4.8%,-3.6,952,3.6,1.9,7.8
COc1ccc(/C=C/C(=O)OCC(=O)NCc2ccco2)cc1OC,i,1,0.12,1352,i,37%,5,3,-0.75,-0.26,-0.2,0.94,7.5%,-0.1,974,3.9,5.3,3.2
